CXXC DNA block = MLL CXXC-DNA interaction inhibition; MLL-CXXC / FITC-HOXA9 DNA fluorescence polarization; Potency, µM (titrated, usually from 115 µM), for the others: top-dose activity change, negative = inhibition, most hits filed as inhibitors; 0.037% of 290,000 active; active = well fitted inhibition curve with a large enough effect in the polarisation, with a control signal flat, not every such curve was filed as active; inconclusive = small, poorly fitted or top-dose-only effect, or effect the other way, or a change in a side signal; inactive = no such curve, though single readings can be large or run the other way; the % refers to the polarisation; note: potency is the fitted concentration of half-maximal effect
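Fluorescence polarization: 7 uM MLL-CXXC (stock) preincubated 5 min with compounds, then 50 nM fluorescein-HOX-A9 DNA (stock) added; 30 min ambient. Buffer 50 mM Tris-HCl pH 7.5, 50 mM NaCl, 1 mM DTT, 0.05% BSA.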
hERG WT inh = KCNH2 (human, wildtype) channel inhibition; U2OS, BacMam KCNH2, thallium flux FluxOr; hits give low values; activity change, % at 1.84 µM; 0.37% of 340,000 active; AID 720551;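 active = maximum activity change below -70%; inconclusive = maximum activity change between -70% and -50%; inactive = maximum activity change above -50%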; note: % is set by controls: 0 for no effect and ±100 for the full control effect
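U2OS cells were transduced with wild-type KCNH2 virus (2.03 x 10^8 / mL) for 4 h at room temperature, then cultured overnight at 37 C. Thallium flux was read with FluxOr dye. Rate constants were normalized to DMSO controls.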
KCNH2 3.1 block = inhibitors of human KCNH2 3.1 potassium channel isoform. AID 720553. activity change, % (tested at about 1.8 µM). 0.95% of 340,000 active. U2OS KCNH2 3.1, thallium flux FluxOr; hits give low values;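 active = maximum activity change below -70%; inconclusive = maximum activity change from -70% to -50%; inactive = maximum activity change above -50%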;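 note: thallium influx rate constant from kinetic fluorescence after stimulation buffer; % is set by controls: 0 for no effect and ±100 for the full control effect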
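U2OS cells transduced with KCNH2 3.1 mutant virus (1.77 x 10^8 /mL, 4 h), plated overnight at 37 C, loaded 45 min with FluxOr dye plus Red40 quencher. Thallium flux rate constant from kinetic reads after stimulation buffer, normalised to controls.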
Integrin act MD = activates integrin-mediated alleviation for muscular dystrophy. alpha7betagal myoblasts, beta-gal FDG fluorescence, 48 h. Potency, µM (titrated, usually from 38.3 µM), inactives show at the highest dose activation, hits mostly activators. 0.064% of 350,000 active;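 note: potency is the fitted concentration of half-maximal effect; 100% = response of the positive control SU9516; nearly all actives have a fitted effect of over 60% in size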
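Alpha7betagal+/- myoblasts (passage 13) were plated 16-24 hr, then exposed to compounds (1:260 dilution of DMSO stock) for 48 hours at 37C. After MPER lysis, β-galactosidase reporter activity was read as FDG fluorescence (ex 480/em 540) after 30 minutes.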
TRPV1 ag = agonists of human vanilloid receptor 1 (TRPV1); TRPV1-expressing cells, Fluo-8 calcium influx, agonist mode; AID 540275; Q8NER1; activation, % at 8.33 µM; 0.19% of 320,000 active; in the data active = activation above about 80%; inconclusive = between about 30% and that limit; note: 0% is about no effect
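Cells expressing TRPV1 were dye-loaded with Fluo-8 and read kinetically: 10 s baseline, 3 min after compound (agonist portion), then 2 min after EC20 capsaicin (allosteric enhancer portion). Calcium-bound dye fluorescence at 480/520 nm.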
ASM inhibitor = human S-ASM enzyme inhibition. AID 504937. Potency, µM (doses to about 57.5 µM), without a hit: top-dose activity change, negative = inhibition, actives largely listed as inhibitors. 0.006% of 340,000 active. placental ASM, HMU-PC fluorogenic substrate, 60 min. P17405; note: potency is the fitted concentration of half-maximal effect
Target sequence (P17405 47-631 limits assumed): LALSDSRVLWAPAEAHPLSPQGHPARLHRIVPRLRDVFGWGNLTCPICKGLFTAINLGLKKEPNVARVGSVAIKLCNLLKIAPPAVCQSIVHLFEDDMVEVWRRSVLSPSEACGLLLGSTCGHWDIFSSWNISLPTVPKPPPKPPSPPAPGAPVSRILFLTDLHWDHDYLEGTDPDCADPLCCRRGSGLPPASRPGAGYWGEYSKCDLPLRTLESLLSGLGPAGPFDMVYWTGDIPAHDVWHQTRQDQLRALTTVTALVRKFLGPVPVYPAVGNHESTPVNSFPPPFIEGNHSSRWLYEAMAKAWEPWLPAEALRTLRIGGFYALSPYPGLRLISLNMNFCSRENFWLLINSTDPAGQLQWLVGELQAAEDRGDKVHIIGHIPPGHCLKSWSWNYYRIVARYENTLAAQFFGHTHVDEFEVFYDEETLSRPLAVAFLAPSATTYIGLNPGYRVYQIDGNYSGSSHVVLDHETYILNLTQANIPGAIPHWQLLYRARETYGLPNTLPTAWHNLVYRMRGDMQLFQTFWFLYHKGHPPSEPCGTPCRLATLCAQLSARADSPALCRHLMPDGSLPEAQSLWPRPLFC
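qHTS format. ASM enzyme prepared from human placenta hydrolyses the fluorogenic substrate HMU-PC0 (9 uM final) over 60 min at 37 °C after a 10 min compound preincubation.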
GALK inh = inhibitors of human galactokinase | 0.007% of 270,000 active | Purified GALK, Kinase-Glo residual ATP luminescence | AID 1868 | P51570 | Potency, µM (doses to about 57.5 µM), without a hit: at the highest dose activity change, negative = inhibition, most hits filed as inhibitors; note: potency is the fitted concentration of half-maximal effect; % is set by controls: 0 for no effect and ±100 for the full control effect
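ATP-depletion format; final 35 uM ATP, 100 uM D-galactose, 5 nM enzyme; pH 8.0 HEPES/Mg2+ buffer; 60 min RT; luminescence read 10 min after detection reagent.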
Coupling enz = coupling enzyme interference in Giardia aldolase counter-screen | coupling enzyme system counterscreen, AmpLite Red fluorescence | activity change, negative = inhibition, % at 58.2 µM, hits read low | AID 2472 | 0.67% of 290,000 active; in the data active = activity change below about -30%; note: % is set by controls: 0 for no effect and ±100 for the full control effect
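Final compound at 57.5 uM, incubated 10 min at RT with coupling enzyme reagent (glyceraldehyde-3-phosphate), then 20 min with substrate and AmpLite Red detection. Fluorescence read at 525/598 nm; tests interference with the coupling assay, not aldolase inhibition.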
MBNL1 CUG block = MBNL1-poly(CUG) RNA binding inhibition; Q9NR56; TR-FRET MBNL1-His/biotin-(CUG)12 binding, 665/545 ratio; Potency, µM (titrated, usually from 57.5 µM), without a hit: at the highest dose activity change, negative = inhibition, usual class: inhibitors; 0.036% of 280,000 active; AID 2675; active = well fitted inhibition curve with a large enough effect in the signal ratio, with a control signal flat, not every such curve was filed as active; inconclusive = small, poorly fitted or top-dose-only effect, or effect the other way, or a change in a side signal; inactive = no such curve, though single readings can be large or run the other way; the % refers to the signal ratio; note: potency is the fitted concentration of half-maximal effect; % is set by controls: 0 for no effect and ±100 for the full control effect
Target sequence (Q9NR56 whole entry, looked up): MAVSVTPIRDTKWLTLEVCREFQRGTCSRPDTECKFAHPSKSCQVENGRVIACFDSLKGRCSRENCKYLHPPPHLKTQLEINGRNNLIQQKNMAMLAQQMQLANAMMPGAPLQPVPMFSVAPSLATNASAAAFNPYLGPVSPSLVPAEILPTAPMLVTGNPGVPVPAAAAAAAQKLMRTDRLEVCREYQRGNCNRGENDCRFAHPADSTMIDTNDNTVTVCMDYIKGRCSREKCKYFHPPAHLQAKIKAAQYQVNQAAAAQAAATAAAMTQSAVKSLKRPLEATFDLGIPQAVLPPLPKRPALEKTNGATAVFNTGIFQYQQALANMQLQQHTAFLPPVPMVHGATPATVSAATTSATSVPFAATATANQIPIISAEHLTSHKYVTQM
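Compound titration spanned 92 nM–58 uM against the MBNL1-His/biotin-(CUG)12 complex. After 60 min at room temperature with 5 nM streptavidin-XL665 and 0.055 ng/ul terbium anti-His, ratiometric 665/545 nm emission (Ex 340 nm) normalized to controls.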
A-T KAP1 phos = potential ataxia-telangiectasia treatment; […] A-T fibroblasts, KAP-1 phosphorylation AlphaLISA; neocarzinostatin DNA damage 30 min before lysis; Potency, µM (doses to about 57.5 µM), without a hit: top-dose activation, most hits filed as activators; 0.19% of 320,000 active; note: potency is the fitted concentration of half-maximal effect; % of control where 0% means no effect; nearly all actives have a fitted effect of over 45% in size
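hTERT-immortalized A-T patient fibroblasts ([…]), 500 cells/well in OPTI-MEM, 1% FBS, got compounds for 60 min, then NCS for 30 min at 37C. Lysates were then assayed for phospho-KAP-1 by AlphaLISA (anti-pKAP1 donor, anti-KAP1 acceptor beads), 6 hr at 25C.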
* marks the source's active call; other numbers are inactive results; i = inactive; u = inconclusive; x = not tested or not shown. Unless noted, calls come from the whole dose curve; as a rule, active = well fitted curve in the direction sought with a large enough effect; inconclusive = small, poorly fitted or top-dose-only effect, or another doubt; inactive = no such curve, though single readings can be large; an effect the other way counts as inactive or inconclusive.

SMILES | CXXC DNA block | hERG WT inh | KCNH2 3.1 block | Integrin act MD | TRPV1 ag | ASM inhibitor | GALK inh | Coupling enz | MBNL1 CUG block | A-T KAP1 phos
COC(=O)C1Cc2ccccc2CN1S(=O)(=O)c1ccc(F)cc1 (stereo not drawn) | -3% | -33 | -10 | -1% | 6 | 8% | x | -1 | -6% | -2%
Cc1ccc(S(=O)(=O)N2CCC(C(=O)N3CC(C)OC(C)C3)CC2)cc1 (stereo not drawn) | 15% | -1 | x | 10% | -1 | 2% | -4% | x | -1% | 28%
CCCNc1c(N)c(=O)c1=O | 10% | 6 | 17 | 3% | -18 | 0% | 0% | 0 | -2% | 14%
CN(C)S(=O)(=O)N(CC(=O)Nc1ccccc1F)c1ccccc1 | 1% | -2 | 11 | 27% | 2 | 4% | -5% | 0 | -28% | x
O=C(c1cccc(Cl)c1)N1CCN(C2CCCCC2)CC1 | -1% | 17 | -6 | 2% | 0 | -1% | -3% | -1 | 6% | -39%
Cc1cccc(NC(=O)CCC(=O)OCC(=O)c2ccc(Oc3ccc([N+](=O)[O-])cc3)cc2)c1 | 9% | -9 | -4 | -33% | 3 | -4% | -1% | 2 | x | 8%
Cc1ccc(-c2nnn(CC(=O)N(c3ccccc3)C(C(=O)NCC3CCCO3)c3ccc(Cl)cc3)n2)cc1 (stereo not drawn) | 8% | -18 | -7 | -4% | x | -2% | -4% | 0 | -22% | -8%
Cc1ccc(CNC(=O)C2=NNC(=O)CC2)cc1 | 8% | 0 | -2 | 0% | -1 | -1% | 1% | -1 | 0% | -10%
C/C(=N\NC(=O)CSc1nc2ccccc2o1)c1cccc(O)c1 | -1% | 5 | -116* | -18% | -2 | 0% | x | 2 | -4% | 17%
Cc1cccn2c(=O)c3cc(C(=O)NCc4ccc(F)cc4)c(=N)n(CC4CCCO4)c3nc12 (stereo not drawn) | 7% | -5 | -10 | 0% | u | 11% | 7% | x | u | 3%
C#CCn1c(=O)cc(C)c2ccccc21 | -20% | 2 | 0 | 0% | -3 | 1% | 0% | 0 | -6% | -2%
O=C(COC(=O)C1=COCCO1)Nc1ccc(F)c(F)c1 | x | 4 | 19 | 3% | -3 | 3% | x | x | x | 18%
CCOc1ccc(NC(=O)Cn2cncc2-c2ccc([N+](=O)[O-])cc2)cc1 | 9% | -18 | 1 | -34% | -2 | 0% | 1% | -1 | 13% | 5%
c1csc(C2=Nn3c(nnc3-c3ccncc3)SC2)c1 | -13% | 2 | x | -21% | 5 | -1% | 0% | x | u | -6%
CCCC1=C(C(=O)OCC)C(c2ccccc2OCC)NC(=O)N1C (stereo not drawn) | -4% | 0 | -16 | 5% | 27 | 0% | 8% | 0 | -4% | 11%
Cc1ccnc(NC(=O)CCC(=O)N(Cc2ccco2)C(C(=O)NC(C)C)c2ccc(F)cc2)c1 (stereo not drawn) | 7% | -4 | 4 | -24% | 3 | -7% | 8% | -2 | 3% | 4%
COc1ccccc1OCC(=O)OCC(=O)NC1CCCCC1 | x | -2 | -10 | 19% | x | 0% | x | x | x | 0%
O=C(NCCN1CCOCC1)C1CC(=O)N(c2ccc(F)cc2)C1 (stereo not drawn) | 2% | 13 | 1 | -13% | -2 | -3% | -2% | 0 | -2% | 2%
COc1cccc(C(=O)NC(=S)Nc2ccccc2N2CCCC2)c1 | -5% | i | -10 | 3% | 17 | -3% | 5% | -1 | -9% | 5%
Cc1cc(C)nc(SCc2ccc(F)cc2)n1 | -15% | -2 | 6 | 8% | -3 | 4% | 2% | -2 | 2% | 1%
CCOC(=O)c1ccc(NC(=S)N2CCSC2c2ccc(OC)cc2)cc1 (stereo not drawn) | -2% | 8 | 6 | -19% | -1 | -4% | -1% | -3 | x | -4%
COc1cc(/C=N/NC2=NS(=O)(=O)c3ccccc32)ccc1OC(C)=O | 3% | 1 | 3 | 2% | -3 | -2% | x | 9 | 14% | -14%
Cc1ccsc1/C=N/NC(=O)c1c[nH]c2ccccc12 | -5% | 6 | 3 | 12% | -7 | 0% | -4% | -2 | u | 8%
CCOc1ccsc1C(=O)O | -2% | 12 | 4 | 0% | 3 | -2% | -2% | -2 | -11% | -2%
Cc1ccsc1C(=O)N(C)CC(=O)Nc1ccccc1Br | x | 8 | 9 | 12% | 0 | -6% | x | x | x | 5%

Compound profiles, as listed above. Order of screens: CXXC DNA block | hERG WT inh | KCNH2 3.1 block | Integrin act MD | TRPV1 ag | ASM inhibitor | GALK inh | Coupling enz | MBNL1 CUG block | A-T KAP1 phos
COc1cccc(C(=O)NC(=S)Nc2ccccc2N2CCCC2)c1 is listed as -5% | i | -10 | 3% | 17 | -3% | 5% | -1 | -9% | 5%
Cc1ccc(CNC(=O)C2=NNC(=O)CC2)cc1 is listed as 8% | 0 | -2 | 0% | -1 | -1% | 1% | -1 | 0% | -10%
Cc1cccc(NC(=O)CCC(=O)OCC(=O)c2ccc(Oc3ccc([N+](=O)[O-])cc3)cc2)c1 is listed as 9% | -9 | -4 | -33% | 3 | -4% | -1% | 2 | x | 8%
COc1ccccc1OCC(=O)OCC(=O)NC1CCCCC1 is listed as x | -2 | -10 | 19% | x | 0% | x | x | x | 0%
CCOC(=O)c1ccc(NC(=S)N2CCSC2c2ccc(OC)cc2)cc1 (stereo not drawn) is listed as -2% | 8 | 6 | -19% | -1 | -4% | -1% | -3 | x | -4%

The main list resumes, starting two compounds before the break.
SMILES | CXXC DNA block | hERG WT inh | KCNH2 3.1 block | Integrin act MD | TRPV1 ag | ASM inhibitor | GALK inh | Coupling enz | MBNL1 CUG block | A-T KAP1 phos
CCOc1ccsc1C(=O)O | -2% | 12 | 4 | 0% | 3 | -2% | -2% | -2 | -11% | -2%
Cc1ccsc1C(=O)N(C)CC(=O)Nc1ccccc1Br | x | 8 | 9 | 12% | 0 | -6% | x | x | x | 5%
CCOC(=O)c1c(C)[nH]c(C(=O)COC(=O)C(C)N2C(=O)C3CCCCC3C2=O)c1C (stereo not drawn) | -2% | -6 | 12 | 8% | 1 | -6% | x | -4 | -6% | 10%
Cc1ccc(O)c(NC(=S)NC(=O)/C=C/c2ccco2)c1 | -6% | i | -11 | -34% | -3 | -3% | 0% | -2 | 12% | 3%
CC(C)c1c(O)c2c(n(-c3ccccc3)c1=O)CCCC2 | 2% | -7 | 2 | 0% | -5 | 5% | 1% | -15 | -15% | -2%
O=[N+]([O-])c1ccc(COc2ccccc2CN2CCCC2)cc1 | x | 46 | -27 | 14% | x | -2% | x | x | x | x
CO/N=C(/CS(=O)(=O)c1ccc(Br)cc1)c1ccc(OC)cc1 | -5% | -12 | -12 | -29% | 8 | -1% | 0% | -1 | 4% | -3%
Cc1ccc(CNC(=O)C(NS(=O)(=O)c2ccc3nc(C)sc3c2)C(C)C)cc1 (stereo not drawn) | 9% | -18 | -16 | -15% | x | 2% | 1% | 3 | 15% | 2%
Cc1nn(-c2cc(N3CCOCC3)ccc2N)c(=O)c2ccccc12 | -1% | -10 | 0 | -12% | -1 | -1% | 0% | 0 | -2% | -1%
CCS(=O)(=O)N1CCC2(CC1)OCCN2S(=O)(=O)c1ccc(C)cc1 | x | -5 | 28 | 6% | 1 | 4% | x | x | x | 6%
CCN1CCN(c2cc(=O)n(C3CCCCC3)c(=O)[nH]2)CC1 | 2% | 5 | -3 | -3% | 1 | 6% | 1% | 0 | -8% | -6%
Cc1ccc(C)c(OC(=O)c2cccc(S(=O)(=O)N3CCN(C)CC3)c2)c1 | -2% | 34 | -36 | 11% | 18 | -1% | 6% | x | -3% | 0%
O=C(Nc1ccc(C(F)(F)F)cc1)C1CCN(S(=O)(=O)c2ccc(N3CCCC3=O)cc2)CC1 | 0% | 20 | -45 | 6% | 5 | 5% | 8% | -2 | -10% | -6%
O=[N+]([O-])c1cc(/C=N\Nc2nc(-c3ccccc3)cs2)ccc1O | -27% | -14 | 4 | 0% | 3 | -16% | -2% | 2 | u | -7%
Cn1c(=O)c2c(ncn2CC(=O)N/N=C/C=C/c2ccccc2)n(C)c1=O | -4% | 0 | 22 | -37% | -8 | 0% | 1% | 4 | u | -5%
CN(Cc1ccccc1F)C(=O)c1ccc(Oc2ccccc2)cc1 | u | -16 | 2 | 10% | 25 | -1% | -1% | 0 | -5% | 14µM*
Cc1cccc2cc(C#N)c(NCCCn3ccnc3)nc12 | 2% | -12 | -7 | 14% | 1 | x | 0% | -2 | 6% | 5%
C[C@H](NC(=O)[C@@H]1Cc2ccccc2CN1)C(=O)Nc1ccc2c(c1)OCCO2 | 9% | -1 | -6 | 11% | 10 | -3% | 6% | x | -7% | -21%
